Compound activity from PubChem.
S100A4 MyoIIA = inhibitors of S100A4-myosin IIA peptide binding, primary screen, biochemical, fluorescence polarization, TAMRA-MyoIIA peptide. AID 652163, 2013. 0.14% of 360,000 active. inhibition, % at 10.7 µM;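 active = mean inhibition of at least 70% across replicates, with every replicate also reaching that level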
Target sequence (P26447 whole entry, looked up): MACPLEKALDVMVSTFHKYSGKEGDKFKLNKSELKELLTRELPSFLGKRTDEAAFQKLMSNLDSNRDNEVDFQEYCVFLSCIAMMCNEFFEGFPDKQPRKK
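Test system – S100A4 monomer (human) · Compound – single-point compound testing · Schedule – 5 min incubation before reading · Probe or stimulus – TAMRA-labelled myosin IIA heavy-chain peptide probe, 5 nM · Benchmarks – neutral control DMSO, positive control TFP · Medium – Calcium-containing HEPES buffer, pH 7.2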
XiGFP reactiv = activators of inactive X chromosome reactivation, primary screen, imaging, XiGFP fibroblasts, GFP high-content imaging, set 2. XiGFP mouse fibroblasts, % GFP-positive cells imaging, 3 d; cells co-treated with 5-aza-dC sensitizer; scaled so ellipticine positive control = 100%. activation, % at 7.58 µM. 0.055% of 360,000 active;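 active = mean normalized replicate activation at least 10% and every replicate at or above 10%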;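 note: 0% = median of on-plate neutral control wells and 100% = ellipticine 6 µM median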
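System: 68-5-11 XiGFP fibroblast line; Timing: 3 days compound exposure; Compound dosing: one concentration, pinned; Benchmarks: positive control ellipticine, 6 µM final; Buffer or medium: DMEM containing 5-aza-dC.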
FN deposition inh = inhibitors of fibronectin matrix deposition, primary screen, AH1F cells, Alexa488-fibronectin fluorescence, plate reader; AH1F fibroblasts, overnight; inhibition, % at 12.6 µM; 0.086% of 350,000 active;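 active = mean inhibition across replicates of 30% or more, regardless of how many single replicates reach that level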;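 note: positive control wells lacked labelled fibronectin entirely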
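Schedule: 1 h cell adhesion before compound, then overnight fibronectin incubation; test system: AH1F fibroblast monolayer depositing Alexa488-labelled fibronectin into matrix; quantity: 10000 AH1F cells per well; probe or stimulus: fluorescent fibronectin at 24 nM final; signal: fluorescence, ex 485 nm, em 525 nm; evaluation: percent inhibition as loss of matrix-bound fibronectin fluorescence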
RAD54 inh = inhibitors of human RAD54 branch migration, primary screen, biochemical, fluorescence, single point. DNA repair and recombination protein RAD54-like (Homo sapiens), Q92698. RAD54 Holliday junction branch migration, FAM/BHQ fluorescence. inhibition, % at 10.4 µM. 0.14% of 360,000 active. AID 602329, 2012;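 active = mean normalized replicate activity at least 40 and at least half of replicates scoring 40 or more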;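 note: 0% = median of neutral control wells and 100% = median of positive control wells; inhibitors cause a drop in the FAM fluorescence signal; in these data hits start at about 50%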
E-sel inducer = E-selectin induction in HUVECs, primary screen, imaging, HUVEC, immunofluorescence imaging, single point | P16581 | normalized: neutral wells 0, TNF-alpha wells 100 | activation, % at 7.58 µM | 0.37% of 260,000 active;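 active = mean E-selectin-positive cell signal at least 10% of the positive control, reached in at least 60% of replicates, without over 20% cell loss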;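 note: in these data hits start at about 27%; measured in HUVEC primary endothelial cells; signal is the percent of cells scored E-selectin positive by PE staining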
Target sequence (P16581 whole entry, looked up): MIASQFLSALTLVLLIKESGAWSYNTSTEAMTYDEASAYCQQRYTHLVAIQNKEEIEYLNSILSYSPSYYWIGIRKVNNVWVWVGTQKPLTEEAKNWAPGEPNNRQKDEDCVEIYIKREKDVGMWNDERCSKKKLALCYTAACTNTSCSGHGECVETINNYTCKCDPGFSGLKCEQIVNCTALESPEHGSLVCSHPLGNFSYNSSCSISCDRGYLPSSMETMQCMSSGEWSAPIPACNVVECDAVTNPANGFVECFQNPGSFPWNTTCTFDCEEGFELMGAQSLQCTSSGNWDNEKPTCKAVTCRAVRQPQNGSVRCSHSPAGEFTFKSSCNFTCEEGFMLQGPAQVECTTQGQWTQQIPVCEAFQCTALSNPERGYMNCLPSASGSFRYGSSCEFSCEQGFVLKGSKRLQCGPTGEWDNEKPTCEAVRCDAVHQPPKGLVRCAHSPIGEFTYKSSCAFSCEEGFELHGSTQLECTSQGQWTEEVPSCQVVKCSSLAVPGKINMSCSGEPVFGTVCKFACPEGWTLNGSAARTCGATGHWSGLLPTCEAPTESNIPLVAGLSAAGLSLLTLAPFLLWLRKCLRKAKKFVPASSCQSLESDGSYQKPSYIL
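Assay system: HUVEC, human umbilical vein endothelial cells / Amount: 3,000 HUVEC/well / Controls: TNF-alpha positive control, DMSO neutral control / Compound dosing: single concentration / Medium: EGM-2 over gelatin coat / Evaluation: percent E-selectin-positive cells / Signal: immunofluorescence imaging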
EWS-Fli inh = EWS/Fli-driven NR0B1 reporter inhibitors, primary screen, A673 cells, NR0B1 luciferase, luminescence, MLPCN library; viability-normalised; inhibition, % at 12.6 µM; 0.67% of 350,000 active; AID 651661, 2012;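 active = mean inhibition of at least 50% after viability correction, with every replicate also passing that limit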;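 note: firefly luciferase signal divided by Alamar Blue viability fluorescence both relative to DMSO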
RAD52 inh = RAD52 DNA annealing inhibitors, primary screen, biochemical, FRET, single point, set 2; DNA repair protein RAD52 homolog (Homo sapiens), P43351; recombinant RAD52 DNA annealing, FRET fluorescence; inhibition, % at 18.7 µM; 0.46% of 360,000 active; AID 651710, 2012;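 active = every replicate showing at least 50% inhibition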
esBAF inh = Bmi1 luciferase reporter increase in mESCs, primary screen, esBAF inhibitor project, mouse ES cells, Bmi1 luciferase knock-in, single point | 24 h; 100% = twice the neutral-well signal | reporter increase, % at 12.5 µM | 2% of 350,000 active; in the data active = activation above about 40%;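 note: 0% = median of the plate's neutral control wells and 100% = double that signal; a rise in the Bmi1 reporter signal indicates esBAF inhibition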
The depositor's hits bear a star; · = no result given. Random draw from the library. Share with any hit: about 3%.

SMILES	S100A4 MyoIIA	XiGFP reactiv	FN deposition inh	RAD54 inh	E-sel inducer	EWS-Fli inh	RAD52 inh	esBAF inh
C[C@@H]1CN([C@H](C)CO)C(=O)c2cc(C3=CCCC3)cnc2O[C@H]1CN(C)S(=O)(=O)c1cn(C)cn1	-15	-0.1	7	3	-0.1	-31	-7	-1
O=C(Cn1cnc2c(nc3n2CCCCC3)c1=O)Nc1cccc(C(F)(F)F)c1	-8	0.3	-13	-15	·	3	-3	6
Cc1c(NC(=S)NC(=O)COc2ccccc2)c(=O)n(-c2ccccc2)n1C	20	0.0	8	1	·	7	-15	·
CCn1ncc(Br)c1C(=O)Nc1ccc(OC(F)(F)F)cc1	-1	-0.1	-19	4	1.1	-18	-4	2
Cc1cc2ccccc2n1CCNC(=O)C(C)Oc1ccccc1 (configuration not stated)	25	-0.1	-2	-3	6.2	8	-3	-24
CCC(C)[C@H](NC(=O)C1CCN(C(=O)[C@H](Cc2ccccc2)NS(=O)(=O)c2ccc(C)cc2)CC1)C(=O)O (some centres not stated)	1	0.0	0	-10	·	-1	-4	-3
COc1cc(/C=N/n2cc(-c3ccccc3)[nH]c2=S)cc(OC)c1O	-6	-0.4	-1	-2	·	18	4	6
Cc1cc(=O)oc2ccc(OC(=O)CN3C(=O)c4cccc([N+](=O)[O-])c4C3=O)cc12	-8	-0.1	2	·	·	4	-15	·
CCCCOCCCNC(=O)c1ccccc1OCC	-3	·	·	-26	·	3	12	1
Cc1ccc(NC(=O)Nc2cnccn2)cc1Cl	3	0.1	-7	·	0.0	-38	-4	·
CCCNC(=O)N1CC2(CCN(CC3CC3)CC2)c2c(n(C)c3cc(OC)ccc23)[C@H]1CO	11	0.2	·	·	-0.1	1	2	·
COC(=O)C(CC#Cc1ccc2c(c1)[C@]1(C(=O)N2)[C@H](C(=O)N2CCN(c3ncccn3)CC2)[C@H]2C(=O)O[C@H](c3ccccc3)[C@H](c3ccccc3)N2[C@@H]1c1ccc(O)cc1)C(=O)OC	-4	·	·	2	·	22	1	·
COc1ccc(NC(=O)Nc2ccc3c(c2)CC(=O)N([C@@H](C)CO)C[C@@H](C)[C@H](CN(C)S(=O)(=O)c2ccccc2)O3)cc1	-3	-0.1	-5	·	-12	0	8	0
O=C(CSc1ncccn1)NC1CCCC1	-2	-0.1	-6	-10	-0.1	-2	-8	4
CC1(C(=O)NC2CCCCC2)CCC(=O)N1C1CCN(Cc2ccccc2)CC1 (configuration not stated)	2	1.8	6	-10	-0.1	-8	-11	-10
CCOC(=O)[C@]12CCC=C1N(Cc1cccc3ccccc13)C(=O)[C@H](CC(=O)N1CCN(C(=O)c3ccco3)CC1)C2	0	0.7	2	·	-0.3	2	-12	·
CCN(CC)c1ccc(C(=O)Nn2c(C)nc3ccccc3c2=O)cc1	5	0.1	-13	·	18	19	-11	·
COc1ccc(NC(=O)N[C@H]2C=C[C@@H](CC(=O)NC3CCC3)O[C@H]2CO)cc1	-2	-0.6	·	-2	1.4	0	-2	-1
CSc1ccccc1NC(=O)c1ccccc1N(Cc1ccccc1)S(C)(=O)=O	0	·	·	3	·	0	-13	-9
Cc1nc2ccc(C(=O)Nc3ccc(N(C)C)cc3)cc2s1	2	-0.1	8	·	·	25	-9	·
Cc1cc(C)nc(NS(=O)(=O)c2cccs2)c1	-4	-0.1	4	·	·	-7	9	·
Cc1ccc(SCC(=O)NNC(=O)CCS(=O)(=O)c2ccc(C)cc2)cc1	2	-0.2	-5	-5	·	6	-10	2
O=C(CCc1ccccc1)NNC(=O)c1cccc(F)c1	2	0.0	-10	·	·	-1	-9	·
O=C(Cc1ccccc1F)Nc1ccc(S(=O)(=O)N2CCCCC2)cc1	4	0.3	3	0	0.3	9	-14	-1

Arranged by the number under RAD52 inh (smallest number first): some entries from above
| compound | RAD52 inh |
| --- | --- |
| O=C(Cc1ccccc1F)Nc1ccc(S(=O)(=O)N2CCCCC2)cc1 | -14 |
| CCOC(=O)[C@]12CCC=C1N(Cc1cccc3ccccc13)C(=O)[C@H](CC(=O)N1CCN(C(=O)c3ccco3)CC1)C2 | -12 |
| CCN(CC)c1ccc(C(=O)Nn2c(C)nc3ccccc3c2=O)cc1 | -11 |
| Cc1ccc(SCC(=O)NNC(=O)CCS(=O)(=O)c2ccc(C)cc2)cc1 | -10 |
| COc1ccc(NC(=O)N[C@H]2C=C[C@@H](CC(=O)NC3CCC3)O[C@H]2CO)cc1 | -2 |
| Cc1cc(C)nc(NS(=O)(=O)c2cccs2)c1 | 9 |

Grouped by structure, the compounds so far containing an aryl thioether with sulfur outside any ring.
SMILES	S100A4 MyoIIA	XiGFP reactiv	FN deposition inh	RAD54 inh	E-sel inducer	EWS-Fli inh	RAD52 inh	esBAF inh
O=C(CSc1ncccn1)NC1CCCC1	-2	-0.1	-6	-10	-0.1	-2	-8	4
CSc1ccccc1NC(=O)c1ccccc1N(Cc1ccccc1)S(C)(=O)=O	0	·	·	3	·	0	-13	-9
Cc1ccc(SCC(=O)NNC(=O)CCS(=O)(=O)c2ccc(C)cc2)cc1	2	-0.2	-5	-5	·	6	-10	2

A few values from the list:
`COc1ccc(NC(=O)N[C@H]2C=C[C@@H](CC(=O)NC3CCC3)O[C@H]2CO)cc1` in XiGFP reactiv is entered as -0.6
`CCOC(=O)[C@]12CCC=C1N(Cc1cccc3ccccc13)C(=O)[C@H](CC(=O)N1CCN(C(=O)c3ccco3)CC1)C2` in EWS-Fli inh is entered as 2
`Cc1nc2ccc(C(=O)Nc3ccc(N(C)C)cc3)cc2s1` in EWS-Fli inh is entered as 25
`O=C(Cc1ccccc1F)Nc1ccc(S(=O)(=O)N2CCCCC2)cc1` in RAD52 inh is entered as -14
`CC1(C(=O)NC2CCCCC2)CCC(=O)N1C1CCN(Cc2ccccc2)CC1` (configuration not stated) in esBAF inh is entered as -10
`CCN(CC)c1ccc(C(=O)Nn2c(C)nc3ccccc3c2=O)cc1` in E-sel inducer is entered as 18
`Cc1ccc(SCC(=O)NNC(=O)CCS(=O)(=O)c2ccc(C)cc2)cc1` in RAD52 inh is entered as -10

The list goes on:
SMILES	S100A4 MyoIIA	XiGFP reactiv	FN deposition inh	RAD54 inh	E-sel inducer	EWS-Fli inh	RAD52 inh	esBAF inh
c1ccc(C2=NCCCO2)cc1	-3	-0.1	-3	-1	-0.9	-2	-3	-7
C[C@@H]1CN([C@@H](C)CO)C(=O)CCCn2cc(nn2)CO[C@@H]1CN(C)Cc1ccc(Oc2ccccc2)cc1	4	0.2	1	5	0.0	0	-1	-2
CC(C)NC(=O)Nc1ccc2c(c1)C(=O)N([C@H](C)CO)C[C@@H](C)[C@H](CN(C)C(=O)NC(C)C)O2	0	-0.5	·	-2	0.0	-15	10	-8
CC(=O)N1c2ccc(S(=O)(=O)N3CCC(C(=O)NCc4ccc(C)cc4)CC3)cc2CC1C (configuration not stated)	1	0.0	5	12	·	·	-3	-6
O=C(NC1CCCN(Cc2ccccc2F)C1)c1cccc(N2CCCC2=O)c1 (configuration not stated)	-6	-0.1	13	-4	0.0	·	-7	·
O=C(NCCc1ccc(Cl)cc1)C1(c2ccccc2)CC1	-1	0.0	3	0	-0.2	·	-14	·
COc1ccc(NC(=O)N(C)C[C@@H]2OCCCC[C@H](C)Oc3ccc(NC(=O)C4CCCCC4)cc3C(=O)N([C@@H](C)CO)C[C@H]2C)cc1	-56	-1.3	·	-3	0.7	-2	-28	2
C[C@H]1CN([C@@H](C)CO)S(=O)(=O)c2ccc(-c3ccccc3)cc2O[C@H]1CN(C)Cc1ccncc1	1	0.0	-7	5	-0.3	15	9	0
CCN(CC)c1ncc(C#N)c(N)n1	3	-0.1	-1	4	-0.2	-14	-5	·
C[C@@H]1CN([C@@H](C)CO)C(=O)c2cc(NC(=O)Cc3ccccc3)ccc2O[C@@H](C)CCCCO[C@H]1CN(C)Cc1ccc2c(c1)OCO2	16	0.1	·	-1	-0.1	11	23	-2
O=c1oc2ccccc2c(Nc2ccc3ncccc3c2)c1[N+](=O)[O-]	21	0.2	-4	·	·	-7	-8	·
Cc1ccc(Cl)c(Cn2cnc3c(cnn3C(C)(C)C)c2=O)c1F	0	0.0	1	5	0.3	-4	5	11
CS(=O)(=O)c1ccc(Cl)c(NC(=O)COC(=O)CCN2C(=O)C3CC=CCC3C2=O)c1 (configuration not stated)	5	0.6	-13	-5	·	-4	-7	-6
CN(C)c1ccc(-c2csc(C(C)(O)c3ccc(F)c(F)c3)n2)cc1 (configuration not stated)	-4	-0.1	6	0	-3.3	-4	-6	4
O=C(CC1COc2ccccc2O1)NCc1ccccc1 (configuration not stated)	-4	·	·	10	·	-6	-7	1
C[C@@H]1CCCCO[C@H](CN(C)Cc2ccc(C(F)(F)F)cc2)[C@H](C)CN([C@@H](C)CO)C(=O)c2cc(NS(=O)(=O)c3cccs3)ccc2O1	-1	0.3	·	-8	-0.2	11	-6	-1
O=c1ccc2c(ccc3ncccc32)o1	2	0.4	15	5	0.3	-8	-3	-10
COc1ccc(-c2cn(CC[C@@H]3CC[C@@H](NC(=O)Cc4ccccn4)[C@@H](CO)O3)nn2)cc1	37	-0.4	·	-3	1.5	-8	-21	-3
C[C@@H]1CCCCO[C@@H](CN(C)S(=O)(=O)c2ccc(F)cc2)[C@H](C)CN([C@@H](C)CO)C(=O)c2cc(NS(=O)(=O)c3ccccc3)ccc2O1	3	0.0	·	3	-0.1	-8	5	6
CSc1ccccc1COC(=O)Nc1ccccc1C	4	0.0	-8	·	·	-23	-4	6
CO[C@H](CN(C)S(=O)(=O)c1ccc(F)cc1)[C@H](C)CN(Cc1ccccc1Cl)[C@H](C)CO	7	0.0	4	-4	-0.1	5	-10	0
COC(=O)c1c(C)[nH]c(O)c1C=Nc1ccc(Oc2ccccc2)cc1	-3	0.2	2	·	·	-54	-9	·
COc1ccc(C(=O)OCC(=O)Nc2cc(C)c(C)cc2[N+](=O)[O-])cc1	-4	0.0	·	·	·	-1	6	·
C[C@@H]1CCCCO[C@@H](CN(C)C(=O)Cc2ccccc2)[C@@H](C)CN([C@@H](C)CO)C(=O)c2cc(NS(C)(=O)=O)ccc2O1	6	0.1	-4	-3	-0.1	0	4	0
COc1ccn(C2CCCCO2)c(=O)n1 (configuration not stated)	25	0.3	-12	-4	0.0	3	-17	-7
